From PubChem
NR3A LBD binder: NR3A (human) ligand-binding domain modulation; 340,000 tested, 2.5% active; NR3A LBD differential scanning fluorimetry, Tm shift; 0% = protein alone, 100% = glycine-bound protein; Tm shift relative to glycine control, % at 25 µM; AID 1259313;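 active means melting temperature shift of at least 10% of the positive control shift, at one fixed dose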
MPTP inh: blocks calcium-induced mitochondrial swelling; 360,000 tested, 1.4% active; isolated mouse mitochondria, Ca2+ swelling absorbance, 30 min; inhibition, % at 10 µM;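 active means inhibition of 50% or more, scaled per plate between neutral and stimulator controls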;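 further: 0% = DMSO wells given calcium and 100% = 1 mM EGTA wells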
MIN6 prolif: MIN6 beta-cell proliferation induction | MIN6 cells proliferation, ATPlite luminescence, 48 h; cells starved in 0.2% serum; 100% = growth in 10% serum | proliferation, % at 10 µM | 330,000 tested, 0.29% active | AID 2380;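 active means compounds whose signal lies at least 3.5 SD above the mean of all wells on their plate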;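 further: 0% = DMSO-treated cells in low-serum medium and 100% = 10% serum control; some compounds called inactive have numbers as strong as hits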
hIAP activ: increases human intestinal alkaline phosphatase activity; AID 2524; 330,000 tested, 0.16% active; P09923; purified human IAP, CDP-Star luminescence, 30 min; active compounds read high; 1 = vehicle-only enzyme, 0 = enzyme-free background; activation factor at 10 µM;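 active means activation factor of the enzyme at least 2-fold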; further: the source names both 10 and 20 µM as test concentration; values of inactives mirror those of a sister screen read the other way
Target sequence (P09923 whole entry, looked up): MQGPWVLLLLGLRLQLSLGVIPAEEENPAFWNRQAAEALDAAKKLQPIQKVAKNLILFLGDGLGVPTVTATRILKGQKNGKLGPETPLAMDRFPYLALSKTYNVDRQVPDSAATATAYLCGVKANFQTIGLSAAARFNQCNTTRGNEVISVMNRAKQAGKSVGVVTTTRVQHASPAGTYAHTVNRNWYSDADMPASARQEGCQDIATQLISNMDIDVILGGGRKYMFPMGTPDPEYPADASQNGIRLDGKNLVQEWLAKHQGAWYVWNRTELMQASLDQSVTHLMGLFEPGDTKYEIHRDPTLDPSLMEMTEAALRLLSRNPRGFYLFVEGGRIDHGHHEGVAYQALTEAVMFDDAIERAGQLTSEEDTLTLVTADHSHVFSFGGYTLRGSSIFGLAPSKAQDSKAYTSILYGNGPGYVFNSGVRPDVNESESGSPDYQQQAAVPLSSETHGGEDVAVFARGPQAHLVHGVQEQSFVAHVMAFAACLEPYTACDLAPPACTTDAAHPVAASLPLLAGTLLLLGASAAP
A3A deaminase: blocks human APOBEC3A ssDNA deamination. 330,000 tested, 0.41% active. inhibition, % at 20 µM. P31941. recombinant A3A, FAM/TAMRA ssDNA deamination fluorescence;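 active means at least 40% inhibition at 20 µM here, with at most 30% in a related deaminase screen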;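 further: plate controls were A3A with DMSO for no effect and wells lacking A3A enzyme for full effect; some results filed as inactive read as strong as hits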
Target sequence (P31941 whole entry, looked up): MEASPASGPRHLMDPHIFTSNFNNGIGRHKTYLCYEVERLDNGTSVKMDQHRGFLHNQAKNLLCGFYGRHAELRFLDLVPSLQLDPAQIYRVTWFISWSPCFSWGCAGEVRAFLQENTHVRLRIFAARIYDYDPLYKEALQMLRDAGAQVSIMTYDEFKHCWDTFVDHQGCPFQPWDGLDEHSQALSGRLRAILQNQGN
A3G deaminase: blocks human APOBEC3G single-stranded DNA deamination; AID 493012; recombinant A3G, ssDNA deamination FAM/TAMRA fluorescence; Q9HC16; 330,000 tested, 0.28% active; inhibition, % at 20 µM;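 active means inhibition of at least 40% at 20 µM, with no more than 30% in the related APOBEC3A deaminase screen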;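 further: plate controls were DMSO wells with A3G for no effect and wells lacking A3G enzyme for full effect; some compounds called inactive have numbers as strong as hits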
mIAP inh: mouse IAP inhibition | purified mouse IAP, CDP-Star luminescence, 30 min | inhibition, % at 10 µM | 330,000 tested, 0.2% active | AID 2806;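 active means inhibition of at least 40% at 10 µM in the primary screen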;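 further: plate controls were DMSO with enzyme for no effect and no enzyme wells for full effect; values of inactives mirror those of a sister screen read the other way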
mIAP act: increases mouse intestinal alkaline phosphatase activity; muIAP, CDP-Star luminescence, 30 min; active compounds read high; 1 = vehicle-only enzyme signal, 0 = enzyme-free wells; activation factor at 10 µM; 330,000 tested, 0.24% active;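 active means activation factor of at least 2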; further: the source names both 10 and 20 µM as test concentration; values of inactives mirror those of a sister screen read the other way
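also added = chemiluminescent substrate CDP-Star | test system = mouse IAP enzyme | signal = chemiluminescence readout | compound = DMSO-dissolved test compounds | incubation = 30 min at room temperature | benchmarks = DMSO wells, no-enzyme wells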
hIAP block: blocks human intestinal alkaline phosphatase | P09923 | purified IAP, CDP-Star luminescence, 30 min | inhibition, % at 10 µM | 330,000 tested, 0.12% active;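 active means inhibition reaching a set limit with compound at 10 µM in the primary screen, cut at about 35% in these data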;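 further: plate controls were DMSO wells with enzyme for no effect and no-enzyme buffer wells for full effect; values of inactives mirror those of a sister screen read the other way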
* marks the source's active call; other numbers are inactive results; . = not tested or not shown.

Values run as follows: NR3A LBD binder	MPTP inh	MIN6 prolif	hIAP activ	A3A deaminase	A3G deaminase	mIAP inh	mIAP act	hIAP block
> Cc1cc(-c2ccc(C)c(S(=O)(=O)NCCCN3CCN(c4ccccc4F)CC3)c2)on1
→ -9	72*	-8	0.97	4	2	-2	1	3
> COc1ccc(-c2cc(C(=O)Nc3ccccc3)on2)cc1
→ -4	0.5	-1	0.93	2	-3	5	0.95	7
> COc1ccc(C)cc1NC(=O)C(OC(=O)CNC(=O)c1ccc(Oc2ccccc2)cc1)c1ccccc1 (centres undefined)
→ 7	5.3	-5	1	-2	6	-20	1.2	-4
> CCCC(C)C(=O)Nc1nnc(C)s1 (centres undefined)
→ -1	-1.7	-5	0.97	2	0	-1	1	2
> O=C(NCc1cccnc1)Nc1ccc(Br)cc1Cl
→ 1	-1.3	-2	1.4	-5	-5	-21	1.2	-41
> Cc1ccc(NC(=O)CNCc2cccs2)cc1Br
→ -2	0.8	-2	0.99	-4	-7	-4	1	1
> CCOC(=O)c1sc(NC(=O)CC(C)c2ccccc2)nc1C (centres undefined)
→ 3	-0.4	-1	1.1	-4	4	10	0.91	-11
> Cc1c(S(=O)(=O)NC(C)c2ccccc2)c(=O)n(C)c(=O)n1C (centres undefined)
→ -7	1.4	-2	0.99	-2	-3	0	1	1
> COCCOC(=O)C1=C(C)NC(C)=C(C(=O)OCCOC)C1/C=C/c1ccccc1OC
→ 0	4.0	-2	1.2	-6	-13	-17	1.2	-23
> CC(=O)Nc1ccc(NC(=O)CCOc2cc(C)ccc2C)cc1
→ -7	-1.3	0	1.2	1	1	-5	1.1	-19
> O=C(NC(=S)NN1CCOCC1)c1cc(Br)ccc1Cl
→ -2	-2.2	1	1	1	-5	-1	1	0
> CC(NC(=O)Nc1ccc(Cl)cc1)c1ccc2c(c1)OCO2 (centres undefined)
→ 1	10	-5	1.1	2	-4	-184	2.8*	-14
> Cc1cccc(-c2noc(-c3ccc(Cl)cc3[N+](=O)[O-])n2)c1
→ 0	2.6	-2	0.97	3	2	7	0.93	3
> COc1cccc(CNC(=O)CN2c3cccc4cccc(c34)S2(=O)=O)c1
→ -2	-1.6	5	0.95	2	1	6	0.94	5
> CCN(CC)CCNC(=O)c1ccc2c(=O)n(C3CCCC3)c(=S)[nH]c2c1
→ -3	-6.8	-6	0.97	-1	-1	8	0.92	2
> CC(=O)c1sc(NC(=O)CCS(=O)(=O)c2ccc(Cl)cc2)nc1C
→ 0	-0.3	-7	1.1	0	-7	-1	1	-5
> CC(=O)c1ccc(-c2ccc(C(=O)Nc3nc(C)c(C(C)=O)s3)o2)cc1
→ -5	-0.2	-1	0.95	4	5	3	0.97	5
> ClCc1ncc(-c2ccc(Cl)cc2)o1
→ 1	0.1	-5	0.76	0	-3	2	0.98	24
> Cc1ccccc1S(=O)(=O)Nc1ncnc2ccccc12
→ 0	-2.2	5	0.85	-3	-10	4	0.96	15
> COc1ccc(NS(=O)(=O)c2cccc(C(=O)NN=Cc3ccc(OC)cc3OC)c2)cc1
→ -3	0.0	-1	0.95	-1	-9	-1	1	4
> CCCCCN(C(=O)NC(=O)Nc1nncs1)S(C)(=O)=O
→ -3	-0.3	-1	1.1	5	0	-9	1.1	-9
> Cc1[nH]c2ccccc2c1CCO
→ 0	-7.0	-2	0.97	-1	-5	10	0.91	3
> CCCCn1c(N)c(N(CC(C)C)C(=O)CC2OC(=O)c3ccccc32)c(=O)[nH]c1=O (centres undefined)
→ -1	-0.9	1	0.92	-2	-4	4	0.96	8
> COc1ccc(-c2nnnn2C)cc1S(=O)(=O)NCCc1ccccc1
→ 0	1.1	-1	0.88	1	0	-2	1	12
> CCN(CC)CCCNC(=O)c1cc2c(-c3cccc(OC)c3)nn(C)c2s1
→ 11*	-0.9	-5	1.2	0	-4	5	0.95	-16
> COCCC(=O)N1CCC(Oc2ccc(C(=O)NC3CCCCC3)cc2)CC1
→ -1	0.4	1	1	-2	-8	0	1	0
> Cc1c(NC(=S)N/N=C/C=C/c2ccc([N+](=O)[O-])cc2)c(=O)n(-c2ccccc2)n1C
→ -4	-0.5	-3	0.96	-3	-7	6	0.94	4
> O=C(NCc1ccc(F)cc1)c1cccc2c1C(=O)N(Cc1cccnc1)C2
→ -4	-1.9	1	0.92	4	1	4	0.96	8
> CC(=O)c1c(C)[nH]c(C(=O)Nc2ccc(Cl)cc2F)c1C
→ 2	1.6	0	0.97	-6	-7	0	1	3
> COc1ccccc1OCCC(=O)OCC(=O)NC(=O)NC(C)(C)C
→ 0	15	0	1	0	2	9	0.91	0
> CS(=O)(=O)c1ccc2nc(NC(NC(=O)c3ccco3)(C(F)(F)F)C(F)(F)F)sc2c1
→ 0	0.6	-1	1.2	0	-2	2	0.98	-15
> CCOc1ccc(NC(=O)N(CCN(C)C)C(C)c2ccncc2)cc1 (centres undefined)
→ -3	-0.1	1	0.84	-1	-2	3	0.97	16
> COc1ccc(S(=O)(=O)Nc2c(C)n(C)n(-c3ccccc3)c2=O)cc1Br
→ 7	-1.6	-2	0.99	0	-7	6	0.94	1
> CCOc1ccc(N(CC(=O)Nc2ccccc2F)S(=O)(=O)c2c(C)[nH]c(=O)[nH]c2=O)cc1
→ 1	-1.7	-2	0.89	2	-1	0	1	11
> Fc1cccc(-n2c(-c3cccs3)nc3nc4ccccc4nc32)c1
→ .	.	0	1	-3	0	4	0.96	0
> O=C(Nc1cccc(S(=O)(=O)N2CCCCC2)c1)c1ccc2ccccc2n1
→ -4	2.0	0	0.93	0	-5	8	0.92	7
> Cc1cc(-c2ccccc2)nc2c(Br)c(=O)[nH]n12
→ 2	1.6	0	1	6	12	6	0.94	-2
> Cn1nc(C(=O)OCC(=O)c2ccc(Br)cc2)c2ccccc2c1=O
→ -1	0.5	-1	1.1	-3	-2	-2	1	-10
> Cc1ccc(NC(=O)CCN2CCN(C)CC2)cc1
→ 2	0.2	-3	1.2	-5	-2	-9	1.1	-25
> Cc1nnc(NC(=O)CSc2ccc(-c3cccnc3)nn2)s1
→ -2	0.7	-2	1.3	0	0	-16	1.2	-27
> Cc1nc(-c2ccncc2)nc(NCCNc2ccc(C(F)(F)F)cn2)c1Cl
→ 4	22	-3	0.81	-2	-4	7	0.93	19
> Cc1ccccc1-n1c(-c2ccc(Cl)cc2)cnc1SCC(=O)NC1CCS(=O)(=O)C1 (centres undefined)
→ -1	1.2	-3	0.98	3	-5	0	1	2
> CCc1ccc(OCCNc2cc(N3CCNC(C)C3)ccc2[N+](=O)[O-])cc1 (centres undefined)
→ -7	3.7	-8	0.81	-5	-9	19	0.81	18
> CS(=O)(=O)N1CCC(C(=O)N2CCN(c3cccc(Cl)c3)CC2)CC1
→ 0	-2.4	-1	0.82	-2	-5	11	0.89	18
> Cc1ccc(S(=O)(=O)NCCc2cccs2)cc1
→ 0	3.4	2	0.85	0	-2	7	0.93	15
> CC(Oc1ccccc1)C(=O)NC1CCCCCCC1 (centres undefined)
→ 1	-1.5	-2	1.2	-3	-6	4	0.96	-16
> CCCCCc1cc(O)c2c(C)cc(=O)oc2c1
→ -5	86*	-6	1	-4	-9	6	0.94	0
> O=C1CCCN1CCCNC(=S)Nc1cccc2ccccc12
→ 0	-2.7	-1	0.87	-5	-6	-1	1	13
> O=C(N/N=C\c1ccccn1)c1ccccc1O
→ -2	-1.5	-3	1.2	-4	-8	11	0.89	-15
> CC(=O)Nc1cccc(N)c1
→ 0	-1.4	-1	0.97	-4	-12	15	0.85	3

Other results follow.
Values run as follows: NR3A LBD binder	MPTP inh	MIN6 prolif	hIAP activ	A3A deaminase	A3G deaminase	mIAP inh	mIAP act	hIAP block
> O=C(NCc1cccnc1)C1CC(=O)N(CCc2ccccc2)C1 (centres undefined)
→ -1	-0.8	1	1.1	0	-7	-12	1.1	-8
> Cc1csc(NC(=O)CSc2nnc(NC(=O)COc3ccccc3)s2)n1
→ -2	3.4	-2	0.93	-3	-4	3	0.97	8
> COC(=O)/C(=N\Nc1ccccc1)Sc1nnc(-c2ccc(OC)cc2)n1C
→ 2	-2.9	0	0.9	-1	-5	-2	1	10
> N#CCc1c(C#N)c(N)nc(N2CCN(Cc3ccc4c(c3)OCO4)CC2)c1C#N
→ -5	-0.8	-2	1.5	-2	-6	6	0.94	-48
> COc1cccc(NC(=O)CCC2CCN(C(=O)c3scnc3C)CC2)c1
→ 0	-0.6	-3	1	0	-1	-1	1	0
> C1CCc2c(nnc3c2-c2nonc2CC3)C1
→ -1	-0.2	-4	0.91	-1	-3	-19	1.2	9
> COc1ccc(Br)cc1CN1CCN(S(=O)(=O)Cc2ccccc2)CC1
→ 1	0.9	-3	1.1	-4	-8	-1	1	-6
> C=CCNC(=O)N1CCC(n2nccc2NC(=O)CCc2ccccc2)CC1
→ -3	-0.7	-5	1.2	-3	-6	-16	1.2	-17
> COc1ccc(CNCc2ccc(C(F)(F)F)cc2)cc1OC
→ -5	0.7	-2	1.1	-4	-9	2	0.98	-11
> CCc1nc(NCC2CCCO2)c(C#N)c2c1COC(C)(C)C2 (centres undefined)
→ 2	17	4	0.88	6	1	1	0.99	12
> Cc1ccnc(NS(=O)(=O)c2ccc(NC(=O)C3CCCO3)cc2)n1 (centres undefined)
→ 9	-0.7	-3	1.2	-2	1	-9	1.1	-17
> Cc1ccccc1Nc1ncccc1C(=O)N1CCOCC1
→ 2	1.2	-3	1.1	-4	-5	2	0.98	-11
> CCSc1ccccc1C(=O)NCCCn1ccnc1
→ -1	0.1	3	1	2	-3	4	0.96	0
> N#Cc1cccc(S(=O)(=O)NCc2nnc3ccccn23)c1
→ 1	-0.8	-5	0.91	-2	-6	-11	1.1	10

Random excerpt: two entries already listed.
Values run as follows: NR3A LBD binder	MPTP inh	MIN6 prolif	hIAP activ	A3A deaminase	A3G deaminase	mIAP inh	mIAP act	hIAP block
> Cc1ccccc1Nc1ncccc1C(=O)N1CCOCC1
→ 2	1.2	-3	1.1	-4	-5	2	0.98	-11
> Cc1ccnc(NS(=O)(=O)c2ccc(NC(=O)C3CCCO3)cc2)n1 (centres undefined)
→ 9	-0.7	-3	1.2	-2	1	-9	1.1	-17
